Screening data deposited in PubChem BioAssay by National Center for Advancing Translational Sciences (NCATS).
Vif-A3G inh = blocks the Vif interaction with human APOBEC3G | 410,000 tested, 0.076% active | AID 602310 | Potency, µM (doses to about 46.1 µM), for inactives: top-dose activity, negative = active, usual class: inhibitors | Q9HC16 | HeLa A3G-eYFP + Vif (tagged APOBEC3G with the HIV-1 protein that degrades it), YFP fluorescence, overnight;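 also: % is scaled to controls: 0 for no effect and ±100 for the full control effect; nearly all actives have a fitted effect of over 60% in size; hits raise eYFP signal because A3G escapes Vif-driven loss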
Target sequence (Q9HC16 whole entry, looked up): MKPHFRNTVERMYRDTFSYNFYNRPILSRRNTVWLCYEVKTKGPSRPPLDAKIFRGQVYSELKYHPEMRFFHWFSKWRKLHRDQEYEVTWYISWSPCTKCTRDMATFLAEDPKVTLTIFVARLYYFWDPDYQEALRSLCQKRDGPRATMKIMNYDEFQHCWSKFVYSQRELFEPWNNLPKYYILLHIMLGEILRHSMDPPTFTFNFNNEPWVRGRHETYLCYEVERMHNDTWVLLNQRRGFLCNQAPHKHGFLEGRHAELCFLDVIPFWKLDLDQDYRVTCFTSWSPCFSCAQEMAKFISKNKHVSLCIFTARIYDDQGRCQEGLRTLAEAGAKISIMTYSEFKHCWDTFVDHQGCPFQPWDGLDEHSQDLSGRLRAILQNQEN
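Read-out is eYFP fluorescence (Ex 488/Em 500-530) from Vif-expressing HeLa A3G-eYFP cells; more signal means A3G escaped Vif-mediated degradation. Cells plated overnight, compound pinned in, incubated overnight at 37 deg C.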
Vif-A3F inh = inhibitors of Vif-A3F interaction; AID 602313; HeLa A3F-eYFP + Vif (tagged APOBEC3F with the HIV-1 protein that degrades it), YFP fluorescence increase; Potency, µM (doses to about 46.1 µM), inactives show at the highest dose activity, negative = active; 390,000 tested, 0.2% active; also: % of control where 0% means no effect; nearly all actives have a fitted effect of over 65% in size
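HeLa cells stably expressing Vif plus C-terminally eYFP-tagged A3F were seeded, incubated overnight at 37 deg C, dosed with compound, incubated overnight again at 37 deg C. Yellow fluorescence (Ex 488/Em 500-530) reported blocked Vif-mediated A3F-eYFP degradation.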
12-LOX inh = blocks human arachidonate 12S-lipoxygenase | purified 12hLO, xylenol orange hydroperoxide absorbance | Potency, µM (top dose mostly 108 µM), inactives show at the top dose activity change, negative = inhibition, most hits filed as inhibitors | 580,000 tested, 1.1% active; also: % is scaled to controls: 0 for no effect and ±100 for the full control effect
Target sequence (P18054 whole entry, looked up): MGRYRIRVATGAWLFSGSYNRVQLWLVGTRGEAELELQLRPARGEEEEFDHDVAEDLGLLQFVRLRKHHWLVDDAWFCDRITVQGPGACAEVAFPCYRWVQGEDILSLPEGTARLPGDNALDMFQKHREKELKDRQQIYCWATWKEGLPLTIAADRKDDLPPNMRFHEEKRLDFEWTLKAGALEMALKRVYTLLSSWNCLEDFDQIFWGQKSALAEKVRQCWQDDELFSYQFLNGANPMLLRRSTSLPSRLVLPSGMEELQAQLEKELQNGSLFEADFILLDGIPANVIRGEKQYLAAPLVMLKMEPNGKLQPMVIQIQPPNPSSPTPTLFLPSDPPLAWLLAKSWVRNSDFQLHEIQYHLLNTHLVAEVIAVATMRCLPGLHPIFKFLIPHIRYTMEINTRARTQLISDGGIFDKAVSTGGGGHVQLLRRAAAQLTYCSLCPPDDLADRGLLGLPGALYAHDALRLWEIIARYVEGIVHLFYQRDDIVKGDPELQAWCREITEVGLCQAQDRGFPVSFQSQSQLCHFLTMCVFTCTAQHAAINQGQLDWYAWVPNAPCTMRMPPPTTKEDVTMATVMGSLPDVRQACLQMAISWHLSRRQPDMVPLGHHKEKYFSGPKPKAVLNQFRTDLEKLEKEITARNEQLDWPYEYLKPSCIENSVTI
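Hydroperoxide product was detected by ferrous iron/xylenol orange as the 573 to 405 nm absorbance ratio. Arachidonic acid at 40 uM (final) was turned over for 30 min at room temperature by 150 nM human 12hLO, pH 7.0 Hepes buffer, after 15 min compound preincubation.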
TrxR1 substrate = is turned over as a substrate by rat TrxR1; O89049; AID 588456; 390,000 tested, 0.01% active; purified TrxR1 substrate turnover, NADPH consumption readout; Potency, µM (highest dose often 114 µM), without a hit: at the highest dose activity change, negative = substrate turnover; also: % is scaled to controls: 0 for no effect and ±100 for the full control effect; nearly all actives have a fitted effect of over 50% in size
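Rat TrxR1, dispensed at 90 nM, was prereduced with 400 uM NADPH (final) for 5 min at ~22 deg C, then incubated with compound 15 min before 400 uM selenite. A first-read NADPH fluorescence drop versus no-compound background flagged substrates.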
IDH1 R132H inh = human IDH1 R132H inhibition; Potency, µM (series often up to 76.6 µM), without a hit: at the highest dose activity change, negative = inhibition, hits mostly inhibitors; O75874; 390,000 tested, 0.093% active; IDH1-R132H enzyme, NADPH consumption, diaphorase/resazurin fluorescence; also: % is scaled to controls: 0 for no effect and ±100 for the full control effect; nearly all actives have a fitted effect of over 65% in size
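IDH1-R132H (0.5 ug/mL) preincubated 30 min with compound, then NADPH (0.016 mM) and alpha-KG (2 mM) added; 80 min at RT, pH 7.5. Remaining NADPH coupled via diaphorase/resazurin to fluorescence (540/590 nm); concentration-response curves normalized to no-enzyme control.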
RGS4 inh = blocks human RGS4-accelerated GTP hydrolysis; P49798; Transcreener GDP fluorescence polarization, RGS4-accelerated GTP hydrolysis; Potency, µM (top dose mostly 114 µM), for inactives: at the highest dose activity change, negative = inhibition, actives largely listed as inhibitors; 390,000 tested, 0.039% active; also: % is scaled to controls: 0 for no effect and ±100 for the full control effect; nearly all actives have a fitted effect of over 75% in size; some results filed as inactive show a strong effect at the top dose
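MLSMR compounds (23 nl, pin-transferred) preincubated 10 min at room temperature with a 500nM (2x) first reagent, then RGS4 at 900nM (2x) plus Transcreener GDP mix added; fluorescence polarization (620/688 nm) read before and after 90 min at 30 °C.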
rTrxR1 inhibitor = blocks rat thioredoxin reductase 1 | O89049 | recombinant rTrxR1, NADPH fluorescence consumption, selenite substrate | Potency, µM (titrated, usually from 114 µM), without a hit: top-dose activity change, negative = inhibition, actives largely listed as inhibitors | 390,000 tested, 1% active; also: % is scaled to controls: 0 for no effect and ±100 for the full control effect; nearly all actives have a fitted effect of over 65% in size
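Rat TrxR1 (90 nM in the dispensed reagent) was pre-reduced with 400 uM NADPH for 5 min at room temperature, then incubated with compound for 15 min. After 400 uM selenite was added, NADPH fluorescence (Ex 340/Em 450 nm) was followed for 8 min.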
USP1-UAF1 inh = USP1/UAF1 (human) deubiquitinase inhibition; AID 743255; 390,000 tested, 0.23% active; recombinant USP1/UAF1, Ub-Rhodamine cleavage fluorescence; Potency, µM (doses to about 57.1 µM), without a hit: at the highest dose activity change, negative = inhibition, most hits filed as inhibitors; O94782; also: % is scaled to controls: 0 for no effect and ±100 for the full control effect; nearly all actives have a fitted effect of over 60% in size; inactives centre near -12
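Step one: compound is pinned into 1nM USP1/UAF1 in HEPES pH 7.8 buffer with TCEP. Step two: 15 min room-temperature incubation. Step three: Ub-Rho (150nM final) starts cleavage, tracked by fluorescence over six one-minute reads.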
RXFP1 ag = activates the human relaxin receptor RXFP1; Q9HBX9; HEK293T-RXFP1 cAMP TR-FRET, 30 min; response scale: percent of porcine relaxin response, buffer zero; Potency, µM (highest dose often 57.5 µM), without a hit: at the highest dose activation, most hits filed as activators; 370,000 tested, 0.3% active; also: % is scaled to controls: 0 for no effect and ±100 for the full control effect; nearly all actives have a fitted effect of over 60% in size; many of its hits are not listed in these tables
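HEK293T cells stably expressing RXFP1 were pretreated with the PDE4 inhibitor Ro 20174, exposed to compounds for 30 min at 37C, lysed, and cAMP was read by TR-FRET. Data normalized to buffer (basal) and 29 nM porcine relaxin (100%).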
* = called active by the depositor; u = inconclusive; x = no result given; [ ] = remark or other dose. Calls follow the shape of the dose curve; as a rule, active = well fitted curve in the direction sought with a large enough effect; inconclusive = small, poorly fitted or top-dose-only effect, or another doubt; inactive = no such curve, though single readings can be large; an effect the other way counts as inactive or inconclusive. Potency is read from the fitted curve at half-maximal effect.

SMILES	Vif-A3G inh	Vif-A3F inh	12-LOX inh	TrxR1 substrate	IDH1 R132H inh	RGS4 inh	rTrxR1 inhibitor	USP1-UAF1 inh	RXFP1 ag
COc1ccc(-c2c[n+]3c(n2-c2ccccc2)SCC3)cc1OC	0%	2%	-1%	11%[57.1 µM]	-4%	10%	29%[57.1 µM]	-17%	3.0%
COc1ccc(CC(=O)N2CCN(c3ccc(C4=NNC(=O)CC4C)cc3)CC2)cc1 (stereo not given)	0%	-6%	7%	5%[57.1 µM]	2%	-9%[11.4 µM]	0%[57.1 µM]	-8%	12%
O=C(NCc1ccc2c(c1)OCO2)C1CC(=O)N(CCc2ccc(Cl)cc2)C1 (stereo not given)	1%	4%	-11%	-7%	3%	4%	-2%	-19%	0.8%
Cc1cc(C)cc(NS(=O)(=O)c2ccc(Oc3ncc(C(F)(F)F)cc3Cl)cc2)c1	u	-6%	2%	-11%	6%	-17%	4%	-24%	0.2%
Cc1cccc(NC(=O)C2CCCN2C(=O)OCc2ccccc2)c1 (stereo not given)	-1%	-4%	9%	2%	2%	11%	2%	-10%	-0.1%
COc1ccccc1N(C(=O)c1snc(C(N)=O)c1N)C(C(=O)NCCC(C)C)c1ccco1 (stereo not given)	0%	-5%	-4%	116%[activator]	-2%	-2%	12%	-5%	1.9%
CC(OC(=O)c1ccccc1NS(=O)(=O)c1cccc(N)c1)C(=O)N(C)Cc1ccccc1 (stereo not given)	-1%	-2%	3%	-8%	5%	-18%	-10%	-21%	0.1%
COc1cc(/C=C2\SC(=N)N(c3ccc4c(c3)OCO4)C2=O)cc(OC)c1O	1%	-15%	-15%	-6%	1%	-15%	7%	-23%	1.1%
CCOc1ccc(/C=N/NC(=O)c2c(-c3ccccc3)noc2C)cc1	0%	2%	4%	-5%[57.1 µM]	3%	-16%	-11%[57.1 µM]	-8%	2.7%
CCOC(=O)c1ccc(N2CCOCC2)c(NC(=O)COCC(=O)O)c1	-1%	5%	9%	6%[57.1 µM]	-5%	-3%	20%[57.1 µM]	-2%	3.0%
CC(=O)Nc1nc(-c2ccc3c(c2)CCO3)cs1	-7%	0%	-19%	5%	15%	-22%	11%	-5%	0.5%
CN(C)CCOC1c2ccccc2C=Cc2ccccc21	1%	9%	5%	2%	6%	4%	21%	-24%	x
COCC(=O)NCCc1nc(-c2ccccc2)cs1	-2%	1%	0%	-10%	12%	-28%	12%[57.1 µM]	-8%	0.0%
CCOC(=O)c1c(N2C(=O)Nc3ccccc3N2O)sc2c1CCCCC2	-4%	7%	2%	-3%[57.1 µM]	9%	18%	18%[57.1 µM]	1%	0.5%
CCN(CC1COc2ccccc2O1)C(=S)NC1CC2CCC1C2 (stereo not given)	1%	-12%	11%	1%	-5%	20%	23%	-4%	1.9%
COC(=O)c1[nH]c2c(c1C)C(=O)CC(c1ccc(OC)cc1)C2 (stereo not given)	-1%	-15%	-25%	4%	5%	1%	10%	-6%	1.7%
CCCCCC(C(=O)O)C(C)CC(=O)NC1CCCCC1 (stereo not given)	-1%	-10%	-1%	10%[57.1 µM]	6%	1%	11%[57.1 µM]	-23%	0.2%
COc1cccc(NC(=S)N(CCCN2CCCC2)Cc2ccco2)c1	-4%	5%	-1%	3%[11.4 µM]	1%	-4%	11%[11.4 µM]	-16%	-0.1%
Cc1c(-c2ccc(OCc3ccccc3)cc2)nc2ccccc2c1C(=O)O	-15%	0%	-5%	24%	-4%	-9%	22%	-24%	5.5%
CCOC(=O)c1csc(-c2ccc(OC)c(OC)c2)n1	-4%	-8%	-3%	3%	5%	-8%	15%	-12%	6.6%

One compound at a time, from the list above. Order of screens: Vif-A3G inh	Vif-A3F inh	12-LOX inh	TrxR1 substrate	IDH1 R132H inh	RGS4 inh	rTrxR1 inhibitor	USP1-UAF1 inh	RXFP1 ag
Entry for `Cc1cc(C)cc(NS(=O)(=O)c2ccc(Oc3ncc(C(F)(F)F)cc3Cl)cc2)c1` = u	-6%	2%	-11%	6%	-17%	4%	-24%	0.2%
Entry for `CCOc1ccc(/C=N/NC(=O)c2c(-c3ccccc3)noc2C)cc1` = 0%	2%	4%	-5%[57.1 µM]	3%	-16%	-11%[57.1 µM]	-8%	2.7%
Entry for `COc1cccc(NC(=S)N(CCCN2CCCC2)Cc2ccco2)c1` = -4%	5%	-1%	3%[11.4 µM]	1%	-4%	11%[11.4 µM]	-16%	-0.1%
Entry for `CC(OC(=O)c1ccccc1NS(=O)(=O)c1cccc(N)c1)C(=O)N(C)Cc1ccccc1` (stereo not given) = -1%	-2%	3%	-8%	5%	-18%	-10%	-21%	0.1%
Entry for `CCOC(=O)c1c(N2C(=O)Nc3ccccc3N2O)sc2c1CCCCC2` = -4%	7%	2%	-3%[57.1 µM]	9%	18%	18%[57.1 µM]	1%	0.5%

(cont.)
SMILES	Vif-A3G inh	Vif-A3F inh	12-LOX inh	TrxR1 substrate	IDH1 R132H inh	RGS4 inh	rTrxR1 inhibitor	USP1-UAF1 inh	RXFP1 ag
Cc1ccc(N2C(=O)CSCC2=O)cc1	-2%	1%	-1%	-4%	3%	8%	-6%	-20%	0.5%
CN(C1CC(C)(C)NC(C)(C)C1)S(=O)(=O)CC12CCC(CC1=O)C2(C)C (stereo not given)	1%	2%	7%	-10%	1%	16%	-7%	-4%	1.3%
CCOc1ccc(NC(=O)N2CCC(NC(=O)C(Cc3ccc(OC)c(OC)c3)NC(C)=O)CC2)cc1 (stereo not given)	0%	-1%	0%	-5%	14%	37%	5%	-9%	1.4%
CCOC(=O)N1CCN(C(=O)CSc2ccc(-c3ccncc3)nn2)CC1	2%	u	4%	6%	13%	-2%	14%[57.1 µM]	-25%	-1.4%
CCS(=O)(=O)c1ccccc1C(=O)Nc1ccc(-c2nc3ccccc3s2)cc1	-6%	-14%	-25%	7%[57.1 µM]	-1%	-13%	20%[57.1 µM]	0%	0.5%
CCN(CC)C(=O)CN(c1cc(Cl)ccc1OC)S(C)(=O)=O	-4%	-3%	-3%	4%	8%	12%	9%	-13%	1.4%
Cc1cc2ccccc2n2c(SCC(=O)Nc3ccc(S(=O)(=O)N4CCCCC4)cc3)nnc12	1%	-3%	-4%	-5%	6%	-5%	-10%	-6%	0.2%
c1ccc2c(c1)C1=NCCN1c1ccccc1-2	-3%	2%	-24%	x	-3%	x	x	-18%	x
CCN1/C(=C/C=C/c2oc3ccc4ccccc4c3[n+]2CC)Oc2ccc3ccccc3c21	-101%	-343%	x	-2%[57.1 µM]	6%	u	u	157%[activator]	3.5%
Cc1ccccc1NCC(=O)N/N=C\c1ccc([N+](=O)[O-])s1	-14%	2%	u	-2%	-13%	-28%	-33%	-21%	-1.1%
CCOc1ccc(-n2c(=S)sc3c(=O)n(-c4ccc(F)cc4)c(SCC(=O)O)nc32)cc1	0%	1%	-57%	-7%	-14%	-4%	3%	-20%	1.1%
Cc1[nH]c(=O)[nH]c(=O)c1S(=O)(=O)N1CCCC(C(=O)NCc2ccccc2Cl)C1 (stereo not given)	1%	0%	12%	1%	4%	11%	13%	0%	0.3%
CCc1nn2c(=O)cc(COC(=O)c3ccc(SC)cc3OC)nc2s1	2%	2%	14%	7%	5%	-13%	16%	-17%	14%
Cc1nn(-c2ccc(N3CCCC3)nn2)c(C)c1CCC(=O)NCc1ccc(OC(C)C)cc1	-4%	-2%	-16%	5%[57.1 µM]	-10%	-8%	24%[57.1 µM]	-13%	-1.0%
CN(Cc1nccn1C)C(=O)CCc1nnc(CCC2CCCCC2)o1	0%	-2%	-2%	6%[57.1 µM]	4%	-11%	8%	-2%	3.9%
Cc1ccc(Nc2ccc(-n3ccnc3)nn2)cc1C	0%	-3%	468%[activator]	-6%	10%	13%	-1%	-25%	1.2%
COc1ccc(OC)c(-c2nn(-c3ccccc3)cc2C(=O)NCC2CCCO2)c1 (stereo not given)	-5%	5%	5%	-9%	11%	-8%	-8%	-7%	x
COc1cccc(CNC(=O)CN2C(=O)CSc3ccc(S(=O)(=O)N4CCCCC4)cc32)c1	-1%	-21%	-1%	1%	-13%	40%	33%	-19%	2.7%
O=C(c1ncn(Cc2ccccc2)c1C(=O)N1CCc2ccccc2C1)N1CCc2ccccc2C1	2%	10%	u	-4%	-9%	9%	-18%	-14%	-1.1%
Cc1cccc(-n2ncc(C(=O)N3CCOCC3)c2C2CCN(C(=O)OC(C)(C)C)CC2)c1	1%	0%	-1%	2%	-9%	-8%	10%	-14%	-0.1%

Limited to Vif-A3G inh, IDH1 R132H inh and TrxR1 substrate, for some of the entries so far:
| Compound | Vif-A3G inh | IDH1 R132H inh | TrxR1 substrate |
| --- | --- | --- | --- |
| CCN(CC)C(=O)CN(c1cc(Cl)ccc1OC)S(C)(=O)=O | -4% | 8% | 4% |
| Cc1ccccc1NCC(=O)N/N=C\c1ccc([N+](=O)[O-])s1 | -14% | -13% | -2% |

Some of the compounds tested; rates above refer to the full screens.
